Source: PubChem BioAssay (several laboratories)
MT stabilize HCS – microtubule stabilization, imaging screen; HeLa tubulin immunostaining HCS, 24 h; share of cells brighter than vehicle mean+2SD; % tubulin-high responders, % at 10 µM; actives 0.83% (n = 200,000); AID 2205;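 active = plate Z-score above 3 for both tubulin-high and condensed-nucleus cell shares, with cell loss under 80%, at 10 µM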;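 note: anti alpha tubulin signal scored within the nucleus-defined area of each cell; some results filed as inactive read as strong as hits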
P. falciparum M17LAP – P. falciparum M17LAP inhibitors, primary screen, biochemical, fluorogenic H-Leu-NHMec substrate, 1536-well (AID 1619). recombinant M17LAP, H-Leu-NHMec fluorogenic kinetic assay; higher % means a stronger effect. inhibition, % at 30 µM; hits with a dose series show IC50 in µM. actives 0.38% (n = 220,000);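 active = compound inhibiting the enzyme by more than half at any dose during confirmatory dose-response retesting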;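 note: plate controls were full reaction with DMSO carrier for no effect and no enzyme background for full effect; strong numbers were not always called active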
b-catenin transl – alters nuclear translocation of beta-catenin in HeLa cells; immunofluorescence imaging; AID 1665; nuclear translocation activity, % at 5 µM; actives 0.3% (n = 190,000);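 active = nuclear translocation activity above 50% at 5 µM, with a well cell count of 50 or more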;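 note: per-cell ratio of nuclear to cytoplasmic median beta-catenin stain intensity; plate controls were DMSO negative control for no effect and GSK-3 inhibitor IX positive control for full effect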
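Test system: HeLa cells, endogenous beta-catenin; Compound: single 5 µM dose plus 0.02–20 µM confirmation series; Times: compound exposure 24 h at 37°C; Signal: fluorescence imaging of beta-catenin antibody stain plus DAPI; Read-out: % activation, nuclear-to-cytoplasmic median beta-catenin signal ratio per cell.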
Yfh1-off respiration – enhancers of respiration in Yfh1-depleted yeast, dose response, Friedreich's ataxia, plus single-dose screen (AID 1465); one-dose fold induction at 50 µM; EC50 in µM for titrated hits; S. cerevisiae Yfh1-off respiration, WST-1 reduction, 72 h; higher fold induction means a stronger effect; actives 0.074% (n = 220,000);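 active = fold induction of absorbance versus untreated yeast above a set limit, then at least 30% activation at any dose in follow-up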;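 note: activators that raise dye reduction in frataxin-depleted yeast; strong numbers were not always called active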
NOD1 NF-kB reporter – NOD1 signaling inhibitors, primary screen, cell-based, luminescence, uHTS (AID 1578); NOD1-driven NF-kB luciferase reporter cells, luminescence; higher % means a stronger effect; inhibition, % at 4 µM, or EC50 in µM where a hit was titrated; actives 1% (n = 290,000); in the data active = inhibition mostly above about 36%, no sharp cut-off; inactive = mostly below about 34%;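 note: HEK-293T reporter cells stimulated with the NOD1 agonist gamma-tri-DAP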
Autophagy HCS – alters autophagy in cells; MEF GFP-LC3 puncta imaging; test concentration mostly 10 µM; calls only at 10 µM (by protocol); actives 0.98% (n = 190,000); AID 463193;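 active = percentage of spot-positive cells more than 3 SD above its plate mean, without a fluorescence outlier flag or 80% toxicity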;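 note: spot-positive cell cutoff set from DMSO-treated cells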
HEK293 NOD2/NF-kB – NOD2 signaling inhibitors, cell-based, luminescence, uHTS, HEK293 (AID 1566); HEK293 NOD2/NF-kB luciferase reporter, luminescence; higher % means a stronger effect; inhibition, % at 4 µM; hits with a dose series show EC50 in µM; actives 0.63% (n = 290,000); in the data active = inhibition above about 50%; note: many of its hits are not listed in these tables
Ins promoter up – MIN6 insulin promoter up-regulation; MIN6 insulin promoter-GFP reporter, high-content imaging; active compounds read high; actives 0.3% (n = 190,000); z-score at 5 µM; AID 1625;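 active = z-score above 3 at 5 µM with at least 500 cells counted in the well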
Dynein transport – blocks dynein driven cargo transport along microtubules. 3617.4 mouse cells, GR-EGFP nuclear translocation imaging; test concentration mostly 20 µM; stimulated with dexamethasone, 1 µM; active compounds read low. z-score, hits read low. actives 0.47% (n = 220,000). AID 1381;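 active = plate z-score of nuclear minus cytoplasmic receptor signal below a set negative limit, without overly bright fluorescence or cell loss, cut at about -3.5 in these data, passing the limit was not always enough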;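 note: z-score of nuclear minus cytoplasmic ring GR-EGFP intensity difference per well; some compounds called inactive have numbers as strong as hits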
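Buffer or medium: tet-free, stripped-serum medium; Also added: dexamethasone, 1.0 µM final; Technique: high-content fluorescence imaging after fixation; Times: 48 h induction, 1 h compound, 30 min dex at 37 °C; Read-out: per-cell GR-EGFP intensity, nucleus versus surrounding cytoplasmic ring, well-averaged.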
Dynein transport cytoplasmic EGFP – second read-out of Dynein transport, no call of its own (marks repeat the call); z-score; measured here: cytoplasmic GR-EGFP intensity; active compounds read high
Dynein transport nuclear GR-EGFP – also measured in Dynein transport; calls as there; z-score; measured here: nuclear GR-EGFP intensity;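 lower value marks the stronger effect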
Dynein transport cell count – further read-out of Dynein transport, marked with its call; z-score; measured here: cell count per field
Ins promoter up cell count – second read-out of Ins promoter up, no call of its own (marks repeat the call); cell count; measured here: cytotoxicity, nuclei count;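 total cells summed across four imaged fields per well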
b-catenin transl cell count 5 µM – also measured in b-catenin transl; calls as there; cell count; measured here: cell count, cytotoxicity flag
MT stabilize HCS Hoechst-high % – further read-out of MT stabilize HCS, marked with its call; % Hoechst-high responders; measured here: nuclear condensation Hoechst responders;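 share of cells brighter than vehicle mean plus two SD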
MT stabilize HCS cytotoxicity % – also measured in MT stabilize HCS; calls as there; toxicity, %; measured here: cytotoxicity by cell density;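 0% = mean cell density of plate MIN control wells and 100% = no cells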
Autophagy HCS cell loss 18 h – also measured in Autophagy HCS; calls as there; toxicity, %; measured here: cell loss, nuclei count;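 cell loss after 18 h compound exposure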
Active calls of the source: *; i = inactive; / = not tested or not shown. A portion of the library, so the mix of outcomes need not match the whole.

Screens in order: MT stabilize HCS	MT stabilize HCS Hoechst-high %	MT stabilize HCS cytotoxicity %	P. falciparum M17LAP	b-catenin transl	b-catenin transl cell count 5 µM	Yfh1-off respiration	NOD1 NF-kB reporter	Autophagy HCS	Autophagy HCS cell loss 18 h	HEK293 NOD2/NF-kB	Ins promoter up	Ins promoter up cell count	Dynein transport	Dynein transport cytoplasmic EGFP	Dynein transport nuclear GR-EGFP	Dynein transport cell count
Cc1noc(C)c1C(=O)N(CC(=O)NC1CCCC1)Cc1ccccc1F
  1.5	1.4	0.4	6%	-0.3	1078	i	-15%	i	2	-6%	-0.1	1753	0.15	-0.14	-0.44	0.29
CC(C)CCNC(=O)NC(=O)COc1ccccc1C#N
  2.1	0.2	8.6	4%	/	/	i	-36%	i	-4	-42%	-0.5	1276	-0.18	-0.27	0.19	-0.16
O=C1CN=C(Nc2cccc(C(F)(F)F)c2)N1C1CCCC1
  4.1	2.3	5.4	-4%	/	/	i	-13%	i	6	-7%	-0.15	1306	-0.25	0.016	0.35	-1.8
COc1ccc(C)cc1NC(=O)CCN1CC(C)OC(C)C1 (stereo not given)
  2.0	1.0	7.4	0%	1.0	1106	i	-3%	i	-4	14%	-0.14	1131	1.7	-0.021	1	-2
Cc1ccc(NC(=O)C(C)c2ccc(-c3ccccc3)c(F)c2)c(C)c1 (stereo not given)
  3.2	1.4	8.9	11%	0.4	1067	i	-1%	i	0	-12%	-0.39	930	3.5	0.078	2.7	-2.3
CC1CCCN(c2ccc(C(=O)OCC(=O)N3c4ccccc4Sc4ccccc43)cc2[N+](=O)[O-])C1 (stereo not given)
  1.9	1.9	9.3	-9%	-1.9	1026	i	-7%	i	7	6%	-0.09	1448	0.47	-0.25	0.34	0.18
COc1ccc(C(=O)CSc2ccc3nnc(-c4cccnc4)n3n2)cc1
  1.7	2.5	3.2	-14%	0.2	1131	i	-16%	i	12	20%	0.83	1205	-0.35	-0.21	-0.24	0.65
CCCCCC1CC(CC(=O)Nc2ccc([N+](=O)[O-])cc2)OC1=O (stereo not given)
  /	/	/	/	-1.3	1294	/	-9%	/	/	-19%	-0.14	1073	-0.66	-0.27	0.21	0.51
COC(=O)c1c(NC(=O)CSc2nnnn2-c2ccc3c(c2)OCO3)sc(C)c1C
  3.5	2.0	8.7	-1%	-0.3	1122	i	-13%	i	0	10%	-0.29	1181	-0.16	-0.21	-0.13	0.37
COC(=O)c1cc(OC)c(OC)cc1NC(=O)CN1CCOCC1
  3.3	1.9	6.9	11%	0.7	1061	i	-29%	i	6	-6%	-0.54	1274	-0.31	-0.26	-0.089	0.092
COc1ccc(-c2noc(CCN3C(=O)c4ccccc4C3=O)n2)cc1OC
  3.3	1.2	0.8	4%	-0.3	1037	i	/	i	-5	4%	1.1	1591	0.47	2	1.2	0.87
CCn1c(=O)cc(C(F)(F)F)[nH]c1=S
  2.0	2.5	3.6	6%	0.4	1089	i	-32%	i	5	19%	-0.89	1253	-0.35	-0.36	0.2	-0.049
COP(=O)(OC)C(Nc1cc(Cl)cc(Cl)c1)c1cccc(O)c1 (stereo not given)
  2.4	2.1	2.4	-4%	0.0	1513	i	-42%	i	-28	3%	-0.22	1483	-0.31	-0.29	-0.16	0.99
Cc1cc(=O)oc2cc(OCC(=O)N3CC(C)OC(C)C3)ccc12 (stereo not given)
  1.9	2.5	8.2	-3%	-5.0	1205	i	-8%	i	-39	-7%	-0.73	956	-0.3	-0.27	-0.38	1.2
CCOC(=O)C1=C(C)N(c2ccc(OC)cc2)C(=O)/C1=C\c1ccc(O)c(OCC)c1
  /	/	/	5%	-0.7	1433	i	10%	/	/	32%	-0.2	900	-2.2	0.25	-0.94	-0.22
O=C(CNCc1cccs1)Nc1cc(S(=O)(=O)N2CCCC2)ccc1Cl
  /	/	/	-6%	-0.1	1331	i	30%	/	/	-27%	1.7	721	-0.011	-0.83	-0.31	-0.058
CC1CC(C)CN(C(=O)C2CCCN(S(=O)(=O)c3cnc[nH]3)C2)C1 (stereo not given)
  /	/	/	1%	0.4	1259	i	11%	/	/	6%	-0.66	880	0.0027	-0.21	0.39	0.63
c1ccc(Cc2noc(CN3CCCN(C4Cc5ccccc5C4)CC3)n2)cc1
  3.0	1.2	7.3	/	0.9	1032	i	-32%	i	12	-22%	-0.66	1498	0.00028	-0.16	0.43	0.42
CC1=C(C(=O)OCc2ccccc2)C(c2cccnc2)n2nnnc2N1 (stereo not given)
  2.5	3.0	7.8	-10%	0.7	1326	i	0%	i	-2	27%	0.9	1597	1.9	-0.23	-0.4	-0.71
Cc1nnc(NC(=O)Nc2ccc(Cl)c(Cl)c2)s1
  3.0	1.4	2.0	5%	0.6	1151	i	44%	i	27	17%	0.25	935	1.3	-0.14	0.67	-0.2
COc1ccc(NC(=O)CSc2nnnn2-c2ccc(OC)cc2)cc1
  1.9	0.9	6.5	-9%	-2.1	1084	/	-29%	i	-15	-5%	0.15	799	0.29	-0.24	0.29	-0.091
O=C(c1c(F)cccc1F)N(Cc1ccccn1)C1CC1
  3.5	1.7	3.2	-5%	2.1	1103	i	6%	i	14	15%	0.33	845	0.18	0.021	0.44	0.96
COc1ccc(C2CC(C(F)(F)F)n3nc(C(=O)O)c(Br)c3N2)cc1 (stereo not given)
  4.2	2.2	9.2	25%	-2.3	1046	i	-1%	i	0	-2%	0.36	906	-0.67	0.25	-0.096	0.94
CN(c1ccc(C(=O)Nc2ccccc2C(=O)N2CCCC2)cc1)S(C)(=O)=O
  1.8	2.2	47	2%	-2.8	1216	i	6%	i	1	-8%	-0.45	1185	0.53	-0.2	0.69	-0.38
O=C(O)CNS(=O)(=O)c1cc(Cl)c(Cl)cc1Cl
  2.4	2.4	1.9	23%	/	/	i	9%	i	-6	-4%	0.7	1235	0.5	-0.19	0.78	0.032
O=C(CNC(=O)c1ccc([N+](=O)[O-])cc1)N/N=C\c1ccc(OC(=O)c2ccccc2)cc1
  1.7	1.5	6.4	-3%	-3.0	1133	i	34%	i	-6	-2%	1.4	690	0.53	-0.14	0.74	-0.86
O=C(NCc1ccc2c(c1)OCO2)c1c(O)c2cccc3c2n(c1=O)CCC3
  4.9	1.7	5.3	6%	0.1	1167	i	8%	i	3	19%	0.07	1123	0.55	-0.21	0.11	-0.58
O=C(N/N=C/C=C/c1ccccc1)c1ccncc1
  2.0	2.3	8.5	27%	-3.3	1202	i	-36%	i	10	-7%	0.56	1561	-0.31	-0.29	-0.49	0.6
CCC(Oc1ccccc1)C(=O)Nc1ncc([N+](=O)[O-])s1 (stereo not given)
  2.2	1.1	6.3	/	-2.9	1025	i	-20%	i	2	-3%	-0.19	1357	-0.4	-0.36	-0.025	0.77
Cn1cnnc1SCC(=O)Nc1ncc(C(F)(F)F)cc1Cl
  2.2	4.5	9.8	-3%	-4.1	991	i	-18%	i	-2	-1%	0.07	1241	1.1	-0.29	0.77	-0.11
CN(C1CCCCC1)S(=O)(=O)c1ccc(C(=O)O)cc1
  2.7	2.1	3.7	-7%	-0.9	1201	i	21%	i	-13	0%	0.18	1006	-0.32	-0.23	-0.13	0.63

Of the compounds above, these contain two or more sulfur atoms:
Screens in order: MT stabilize HCS	MT stabilize HCS Hoechst-high %	MT stabilize HCS cytotoxicity %	P. falciparum M17LAP	b-catenin transl	b-catenin transl cell count 5 µM	Yfh1-off respiration	NOD1 NF-kB reporter	Autophagy HCS	Autophagy HCS cell loss 18 h	HEK293 NOD2/NF-kB	Ins promoter up	Ins promoter up cell count	Dynein transport	Dynein transport cytoplasmic EGFP	Dynein transport nuclear GR-EGFP	Dynein transport cell count
COC(=O)c1c(NC(=O)CSc2nnnn2-c2ccc3c(c2)OCO3)sc(C)c1C
  3.5	2.0	8.7	-1%	-0.3	1122	i	-13%	i	0	10%	-0.29	1181	-0.16	-0.21	-0.13	0.37
O=C(CNCc1cccs1)Nc1cc(S(=O)(=O)N2CCCC2)ccc1Cl
  /	/	/	-6%	-0.1	1331	i	30%	/	/	-27%	1.7	721	-0.011	-0.83	-0.31	-0.058
